High-throughput results from PubChem BioAssay.
Hsp70 displacement: small molecules displacing fluorescent ligand from Hsp70 – biochemical, fluorescence polarization, primary screen (AID 583); 140,000 compounds, 0.06% hits; Hsp70 fluorescence polarization probe displacement, mP; higher % means a stronger effect; displacement, % at 20 µM; hits with a dose series show IC50 in µM; in the data active = displacement above about 50%;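 also: plate controls were vehicle for no effect and reference ligand for full effect; a part of the inactive calls stands beside numbers as strong as those of hits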
Rat MKP-3 inhibitors: inhibition of rat DUSP6 enzyme activity – biochemical, in vitro, primary screen (AID 425) | recombinant MKP-3 phosphatase activity, fluorescence; higher % means a stronger effect | inhibition, % at 20 µM, or IC50 in µM where a hit was titrated | 110,000 compounds, 0.17% hits; in the data active = inhibition above about 50%;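 also: plate controls were vehicle for no effect and reference inhibitor for full effect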
The depositor's hits bear a star; x = no result given; & = joins results of further samples. These rows are one share of the data; the hit share may differ from the screen's.

SMILES	Hsp70 displacement	Rat MKP-3 inhibitors
CCOC(=O)c1cc(Br)c(Cl)cc1[N+](=O)[O-]	0.5%	3.0%
CC(Oc1cccc(Cl)c1)C(=O)NCc1ccco1 (centres undefined)	2.2%	0.2%
Cc1cc(NCCCN(C)C)n2nc(-c3cccs3)cc2n1	-2.0%	x
O=C(CCCN1C(=O)/C(=C\c2cccs2)SC1=S)Nc1nccs1	0.2%	-3.3%
CCC(C)[C@H](NC(=O)OC(C)(C)C)C(=O)N/N=C/c1cccc2nccnc12 (some centres undefined)	3.6%	x
O=C(Nc1ccccc1N1CCCCC1)c1ccc2nccnc2c1	-2.2%	-3.1%
COc1ccc(OC)c(/C=C/C(=O)NCCc2nc3ccccc3[nH]2)c1	3.8%	-0.4%
C=CCC1c2cccc(C(=O)OC)c2C(=O)N1c1ccccc1 (centres undefined)	1.3%	x
O=C(NCc1ccncc1)/C(=N/O)c1ccccc1	-4.6%	-3.4%
CCOC(=O)c1c(NC(=O)c2cccc(C)c2)sc(C(=O)Nc2ccccc2F)c1C	0.0%	2.5%
CCc1nnc(NC(=O)CCN2C(=O)c3ccccc3C2=O)s1	3.1%	0.4%
CCOC(=O)Nc1ccc(S(=O)(=O)Nc2cc(C)on2)cc1	0.1%	9.4%
CNC(=O)OCc1cccc(COC(=O)NC)n1	-2.9%	-0.5%
Cc1nnc(N2C(=O)C(O)=C(C(=O)c3ccco3)C2c2ccc(C(C)(C)C)cc2)s1 (centres undefined)	46.0%	x
CCc1ccc(O)c(N=Cc2cc(Br)cc(Br)c2O)c1	4.9%	1.5%
Cc1cc(NC(=O)c2ccc(Br)cc2)ccc1NC(=O)c1ccccc1	3.0%	2.3%
CC(C)CCn1c(N2CCN(c3cccc(Cl)c3)CC2)nc2c1c(=O)[nH]c(=O)n2C	-8.4%	4.2%
COC(=O)CSc1nnc(-c2ccc(S(=O)(=O)N3CCCCC3)cc2)o1	0.4%	0.0%
Brc1ccc(-c2cn3c(n2)SCC3)cc1	2.3%	4.4%
COc1ccccc1NC(=O)C1C2C=CC(O2)C1C(=O)O (centres undefined)	-0.2%	-0.2%
Cc1cccc(/N=C/c2c(O)[nH]c3ccccc23)n1	2.3%	-14.9%
CCOc1ccc(N2CC(C(=O)Oc3ccccc3)CC2=O)cc1 (centres undefined)	-4.1%	-7.4%
Cc1ccc(S(=O)(=O)N=Nc2c(O)[nH]c3ccc(Br)cc23)cc1C	-0.2%	3.7%
Cc1ccc(NC(=O)c2cnn(-c3ccccc3)c2NC(=O)c2ccco2)cc1	6.2%	-3.0%
Cc1cccc(NC(=O)Cc2cccs2)n1	-3.1%	x
New compounds follow
SMILES	Hsp70 displacement	Rat MKP-3 inhibitors
O=C1NCCCN1Cc1ccc(F)cc1	3.5%	x
Cc1ccc(NC(=O)C2CC(=O)N(c3ccc(F)cc3)C2)c(C)c1 (centres undefined)	-2.0%	-0.6%
O=C(O/N=C1/CCCc2c1sc1nc3n(c(=O)c21)CCCCC3)c1ccc([N+](=O)[O-])cc1	-1.1%	-4.1%
COc1cc(/C=C2/SC(=S)NC2=O)cc(Cl)c1OCc1cccc2ccccc12	99.9%*	31.7%
CC1=CCC2C(=O)N(c3cccc([N+](=O)[O-])c3)C(=O)C2C1 (centres undefined)	1.3%	0.6%
COc1cccc(CN2CCSCC2)c1	-0.2%	x
O=C(C1CCCN1S(=O)(=O)c1ccc(Cl)cc1)N1CCOCC1 (centres undefined)	4.2%	-0.1%
CCOc1ccc(CN2CCN(C(=O)CC(C)C)CC2)cc1	0.3%	3.7%
O=C(CSc1nnc(CNc2ccc(F)cc2)n1-c1ccccc1)N1CCOCC1	4.1%	x
CS(=O)(=O)N(Cc1ccccc1)c1ccc(C(=O)N2CCc3ccccc3C2)cc1	3.7%&0.4%	6.4%
O=C(Nc1nc2ccc(S(=O)(=O)N3CCCCC3)cc2s1)c1cccnc1	-19.4%	x
COc1ccc(N2CCN(C(=O)C34CCC(C)(C(=O)C3)C4(C)C)CC2)cc1 (centres undefined)	-0.9%	-12.1%
O=C(c1ccc2c(c1)OCO2)N(Cc1ccco1)C1(C(=O)NC2CCCCC2)CCCCC1	3.5%	x
CN1CCN(C(=O)c2cc(Cl)ccc2Cl)CC1	-3.3%	-25.3%
CSc1nsc(SC)c1NC(=O)OCC1([N+](=O)[O-])COC(C)(C)OC1	0.5%	4.8%
O=C1CSC(c2ccc([N+](=O)[O-])cc2)N1c1cccc(Cl)c1 (centres undefined)	5.4%	2.4%
COc1ccc(C(=O)C=C(Cl)Cl)cc1	-4.5%	7.8%
COc1ccccc1C1C(C(=O)OCCc2ccccc2)=C(C)NC2=C1C(=O)CCC2 (centres undefined)	0.2%	1.7%
CCOc1ccc(Cn2nnc(C(=O)Nc3cc(OC)cc(OC)c3)c2N)cc1	0.4%	-7.7%
CCN(CC)c1ccc(NC(=O)CSc2nnc(N)s2)cc1C	-2.4%	-0.7%
Cn1nc(-c2ccc(N3CCOCC3)c(NS(=O)(=O)c3ccc(Cl)cc3)c2)c2ccccc2c1=O	-4.5%	x
COc1cccc(-c2nc(-c3ccccn3)no2)c1OC	-0.7%	-8.9%
COc1ccc(CNC(=O)CN(C(=O)CCC(=O)Nc2ccccn2)c2ccccc2OC)cc1	1.9%	-10.0%
O=C(CCc1nc(-c2ccccc2F)no1)NC1CCCCC1	-4.7%	-10.2%
Cn1c(=O)c2c(nc(SCCN3CCOCC3)n2Cc2ccc(F)cc2)n(C)c1=O	-0.8%	-2.6%
Following part:
SMILES	Hsp70 displacement	Rat MKP-3 inhibitors
Cc1ccccc1NC(=O)CN(c1ccc(F)cc1)S(C)(=O)=O	0.3%	-26.0%
C=C(C)C1Cc2c(C)nn(-c3nc(C)cc(C)n3)c2C1 (centres undefined)	4.2%	-8.7%
CN1CC[n+]2c(CN3C(=O)c4ccccc4C3=O)csc21	2.9%	-0.4%
CCCN1C(=O)SC(CC(=O)Nc2ccc(C)cc2)C1=O (centres undefined)	-2.9%	x
Cc1ccc(C(=O)Nc2ccccc2C(=O)NC2CCCCC2)cc1S(=O)(=O)N1CCOCC1	-7.8%	-9.7%
O=C(Nc1c2c(nn1-c1ccc(F)cc1)CS(=O)C2)C12CC3CC(CC(C3)C1)C2 (centres undefined)	2.8%	3.2%
COC(=O)c1ccc(/C=C2/C(=O)NN(c3ccc(C)cc3)C2=O)cc1	2.6%	0.3%
COc1ccc(Nc2ncccc2C(=O)O)cc1	-1.0%	x
COCc1cc(=O)[nH]c(/N=C(\N)Nc2cccc(C)c2)n1	-2.9%	x
COc1ccc(S(=O)(=O)CCC(=O)N(C)c2ccc(OC)cc2OC)cc1	-0.4%	x
COC(=O)C1=C(C)NC2=C(C(=O)CC(C)(C)C2)C1c1ccc(OCc2ccccc2Cl)c(OC)c1 (centres undefined)	-8.4%	6.3%
CCc1nnc(NS(=O)(=O)c2ccc(NS(=O)(=O)c3ccc(C)cc3)cc2)s1	1.1%	3.8%
O=C(c1ccco1)N1C2C=CC(C2)C1(C(F)(F)F)C(F)(F)F (centres undefined)	2.3%	-0.7%
O=C(CCC1CCCC1)Nc1cc(Cl)ccc1Cl	-0.1%	1.2%
CCOC(=O)COc1ccc(S(=O)(=O)Nc2cccc(SC)c2)cc1	1.9%	x
COc1cccc(/C=C2\SC(N3CCCC3)=NC2=O)c1	6.2%	2.5%
Cc1ccc2cc3cc(C(=O)NCCN4CCOCC4)oc3nc2c1	1.8%	0.2%
CC1CCCC(C)N1C(=O)CSc1nnc(COc2ccccc2)n1-c1ccccc1 (centres undefined)	-1.8%	x
O=C1CC(c2nc3ccccc3[nH]2)CN1c1ccccc1F (centres undefined)	5.6%	-1.3%
CCCCNC(=O)NC1C(NC(=O)NCCCC)N(C)C(=O)N1C (centres undefined)	-4.7%&-4.7%	-10.1%&1.3%
COc1ccc(NC(=O)CSc2nnc(CNC(=O)c3ccco3)o2)c(OC)c1	x	-2.4%
O=C1CC(c2ccco2)CC(O)=C1C=NCCN1CCN(C2CC(=O)N(c3ccccc3)C2=O)CC1 (centres undefined)	0.5%	-0.3%
Cc1ccc2oc(-c3ccc(NC(=O)c4cc5ccccc5o4)cc3O)nc2c1	-1.2%	5.7%
COc1ccc(CC(=O)NNC(=O)c2ccccc2Cl)cc1OC	2.8%	3.6%
CN1CCN(S(=O)(=O)c2ccc(Br)s2)CC1	-1.3%	-2.1%
(listing goes on)
SMILES	Hsp70 displacement	Rat MKP-3 inhibitors
O=C(CN1C(=O)c2ccccc2C1=O)Nc1cc([N+](=O)[O-])ccc1Cl	4.3%	0.3%
CCOC(=O)c1c(C)c(C(=O)NCC2CCCO2)c(C)n1CC (centres undefined)	0.4%	4.3%
CC(=O)c1ccc(OC(=O)c2ccc(Br)o2)cc1	3.7%	-3.8%
COc1ccc(NC(=O)c2ccccc2O)cc1Cl	x	1.9%
CC1=C(C)CC(C(=O)Nc2ccc(C(N)=O)cc2)C(C(=O)O)C1 (centres undefined)	-1.7%	-0.7%
CCCCN(C(=O)NC(=O)Nc1ccccc1OCC)S(C)(=O)=O	-1.7%	-11.8%
CCC(Oc1ccccc1)C(=O)Nc1nc2ccccc2[nH]1 (centres undefined)	-2.8%	-8.2%
O=S(=O)(O)c1cccc2cccc(Nc3ccccc3)c12	8.8%	0.3%
CCOC(=O)C1=C(C)N=c2s/c(=C\c3cccs3)c(=O)n2C1c1ccc(SC)cc1 (centres undefined)	0.3%	-2.8%
CCOc1cc(C=NN2CCN(Cc3ccccc3)CC2)ccc1O	0.0%	1.2%
CC(C)OC(=O)N(C)c1ccc(C(O)(C(F)(F)F)C(F)(F)F)cc1	-3.2%	x
CCOC(=O)NCc1ccc(Cl)c(Cl)c1	5.0%	-5.9%
CN1C2C=C(N(CCc3c[nH]c4ccccc34)C(=O)c3ccc(Cl)cc3)CC1CC2 (centres undefined)	5.0%	5.8%
CCOc1ccc(S(=O)(=O)N(CC(=O)Nc2ccc(C(C)=O)cc2)c2ccc(C)cc2)cc1	1.2%	3.7%
O=C(CSCc1cccc(Br)c1)NC1CCCCC1	-10.7%	1.6%
CCOc1ccc2nc(SC3CC(=O)N(c4ccc(C)cc4C)C3=O)sc2c1 (centres undefined)	0.0%	2.3%
COc1ccc(N2CCN(CCCNC(=O)c3cc4sccc4n3C)CC2)cc1	3.8%	0.5%
Cc1nc(N)c(C#N)c(-c2cccnc2)c1C	5.9%	-1.0%
O=C(COc1ccc(Br)cc1)Nc1ccc2c(c1)oc1ccccc12	-3.9%	3.6%
Cn1c(C(=O)OC(C(=O)NC2CCCCC2)c2ccccn2)cc2sccc21 (centres undefined)	-2.7%	x
Cc1cc(N2CCOCC2)nc2ccc(NC(=O)CCC(=O)N3CCC(C)CC3)cc12	-4.2%	3.3%
O=S(=O)(c1cccs1)N1CCN(c2ccccn2)CC1	-7.9%	-3.7%
CCOC(=O)c1c(N)sn(-c2ccccc2C)c1=S	-0.2%	-17.7%
O=C(CN1C(=O)CSC1=O)Nc1ccc(N2CCOCC2)cc1	0.2%	-4.1%
Cc1cc(NC(=O)Cc2ccccc2)no1	6.2%	-1.9%

Record cards (already shown). Order of values: Hsp70 displacement | Rat MKP-3 inhibitors
O=C(CSCc1cccc(Br)c1)NC1CCCCC1 is entered as -10.7% | 1.6%
COc1ccc(NC(=O)c2ccccc2O)cc1Cl is entered as x | 1.9%
Cc1nc(N)c(C#N)c(-c2cccnc2)c1C is entered as 5.9% | -1.0%

Later entries.
SMILES	Hsp70 displacement	Rat MKP-3 inhibitors
Cc1ccc(S(=O)(=O)NC(C)(C)CSc2nnc(N)s2)cc1	x	-5.1%
Cn1c(-c2cccc(Br)c2)cnc1NCc1cccnc1	4.7%	1.4%
CC(C)Oc1cccc(-c2nnc(SCC(=O)Nc3ccc4c(c3)OCCO4)n2N)c1	-3.1%	x
COc1ccc(NC(=O)Cn2cccc2)cc1Cl	-0.8%	2.7%
CCc1cccc(C)c1NC(=O)C(CC(C)C)N1C(=O)c2ccccc2C1=O (centres undefined)	0.7%	-0.9%
CC1C(=O)CC(c2ccc(Cl)cc2)NC1c1ccc(Cl)cc1 (centres undefined)	3.2%	3.8%
Cc1ccc(C)c(N2CCN(C(=O)C3CCN(c4nnc(N5CCCC5=O)s4)CC3)CC2)c1	-5.4%	-0.9%
COC(=O)C(C(=O)N1CCN(C)CC1)C1CCCCCC1 (centres undefined)	11.9%	-4.5%
Cc1ccc(N2C(=O)CC(Cc3ccc(Cl)cc3)C2=O)cc1C (centres undefined)	2.8%	3.3%
c1ccc2c(c1)N1CCN=C1N2CCN1CCOCC1	-4.7%	1.6%
O=C(CC1SC(=O)NC1=O)Nc1cccc(O)c1 (centres undefined)	4.1%	2.9%
O=C1SC(c2ccccc2)=N/C1=C/c1ccco1	2.3%	13.5%
CS/C(N)=N\N=C\c1cc([N+](=O)[O-])ccc1O	1.2%	-0.1%

3 entries drawn at random from the list so far:
SMILES	Hsp70 displacement	Rat MKP-3 inhibitors
CC1C(=O)CC(c2ccc(Cl)cc2)NC1c1ccc(Cl)cc1 (centres undefined)	3.2%	3.8%
COC(=O)C(C(=O)N1CCN(C)CC1)C1CCCCCC1 (centres undefined)	11.9%	-4.5%
CC(C)Oc1cccc(-c2nnc(SCC(=O)Nc3ccc4c(c3)OCCO4)n2N)c1	-3.1%	x

Among those listed so far, these have a tert-butyl group.
SMILES	Hsp70 displacement	Rat MKP-3 inhibitors
CCC(C)[C@H](NC(=O)OC(C)(C)C)C(=O)N/N=C/c1cccc2nccnc12 (some centres undefined)	3.6%	x
Cc1nnc(N2C(=O)C(O)=C(C(=O)c3ccco3)C2c2ccc(C(C)(C)C)cc2)s1 (centres undefined)	46.0%	x
